# High-throughput results as filed in PubChem BioAssay.
# SENP8 block: SENP8 protease inhibitors, primary screen, biochemical, luminescence | hit rate 1.2% among 330,000 | inhibition, % at 10 µM | purified SENP8, Z-RLRGG-aminoluciferin cleavage | Sentrin-specific protease 8 (Homo sapiens), Q96LD8
# Apaf1 inhib: inhibitors of human Apaf-1 apoptosome, primary screen, biochemical, DEVD-Rh110 fluorescence, uHTS; Apoptotic protease-activating factor 1 (Homo sapiens), O14727; inhibition, % at 20 µM; hit rate 0.71% among 330,000; reconstituted apoptosome caspase-3 activity; AID 489030, 2010; active means inhibition of at least 40% at 20 µM;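 further: plate controls were DMSO wells for no effect and DEVD-CHO caspase inhibitor wells for full effect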
#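 detection = Rh110 fluorescence intensity | test system = biochemical Apaf-1 apoptosome reconstitution | also added = cytochrome c and DEVD-Rh110 substrate | schedule = 30 min plus 50 min, RT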
# UBC13 polyUb: UBC13 polyubiquitin chain formation inhibitors, primary screen, biochemical, TR-FRET, uHTS; hit rate 0.47% among 330,000; inhibition, % at 20 µM; AID 485273, 2010; in the data active means inhibition above about 45%, passing the limit was not always enough
# Gli-Sufu block: Gli-Sufu pathway antagonists, primary screen, luciferase luminescence, Sufu-KO-LIGHT cells, uHTS; Sufu-KO-LIGHT fibroblasts, Gli luciferase reporter luminescence; inhibition, % at 5 µM; hit rate 0.74% among 340,000; AID 588413, 2011;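 active means inhibition above about 55%, limit read from the data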;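 further: 0% = DMSO-treated cells and 100% = wells with medium but no cells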
# 697 NFkB inh: inhibitors of PMA/ionomycin-induced NF-kB reporter, 697 cells, primary screen, B-cell NF-kB inhibitor project, cell-based, luminescence, uHTS; 697 B-cell NF-kB luciferase reporter, 16 h; inhibition, % at 4 µM; hit rate 0.33% among 330,000; in the data active means inhibition above about 35%
# EBI2 antag: EBI2 receptor antagonists, beta-arrestin recruitment, primary screen, cell-based, luminescence, 7a,25-OHC stimulation, uHTS; inhibition, % at 5 µM; 7a,25-OHC stimulated; G-protein coupled receptor 183 (Homo sapiens), P32249; hit rate 0.81% among 360,000; in the data active means inhibition above about 38%;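 further: enzyme fragment complementation signal reports receptor beta-arrestin coupling in cells; 0% = agonist plus DMSO wells and 100% = wells without agonist; some results beyond the cut were filed as inactive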
# Jurkat NFkB inh: inhibitors of induced NF-kB luciferase reporter, primary screen, TCR NF-kB activation inhibitor project, cell-based, luminescence, uHTS | Jurkat, PMA/ionomycin-induced NF-kB luciferase reporter | inhibition, % at 4 µM | hit rate 0.53% among 330,000 | AID 435003, 2010
# CCR6 antagonist: CCR6 receptor antagonists, primary screen, cell-based, CHO-K1, luminescence, beta-arrestin, uHTS; CHO-K1 CCR6 PathHunter beta-arrestin, CCL20-stimulated; inhibition, % at 20 µM; hit rate 0.49% among 340,000;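 active means compounds whose inhibition of the agonist-driven luminescence signal at 20 µM reaches about 50%, limit read from the data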;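 further: cells stimulated with CCL20 at 14 nM final; plate controls were DMSO with CCL20 for no effect and DMSO without agonist for full effect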
# Numbers without * were called inactive; nt = not tested or not shown. Unless noted, no stated cut-off is given here; in the data, active means inhibition above about 50%; inactive means the rest. The list is partial; the hit share may differ from the screen's.
SMILES	SENP8 block	Apaf1 inhib	UBC13 polyUb	Gli-Sufu block	697 NFkB inh	EBI2 antag	Jurkat NFkB inh	CCR6 antagonist
c1ccc(CSc2ncnc3ccccc23)cc1	-6	23	24	-19	-10	0	-28	8
C=CSc1sc(Cl)c(N2CCOCC2)c1[N+](=O)[O-]	5	0	-3	3	-22	-30	-11	22
Cc1nnsc1C(=O)N1CCCC(Nc2ccc(F)c(F)c2)C1 (stereo unspecified)	-4	-1	2	-7	-8	-12	6	12
CC(C)(C)OC(=O)C[C@@H]1C/C=C\C[C@@H](CC(=O)N[C@H](CO)Cc2ccccc2)C(=O)NCCOC1=O	7	-3	0	3	2	-10	2	4
CC(=O)c1cccc(S(=O)(=O)N2CCCC(c3nc4c(nnn4Cc4cccc(Cl)c4)c(=O)[nH]3)C2)c1 (stereo unspecified)	-14	30	-10	0	-3	7	-3	12
COc1ccc(-c2cn(Cc3ccc(C(N)=O)cc3)c(CCN)n2)cc1	-19	6	0	-13	-24	-7	-13	-5
O=c1cc(O)c(-c2ccccc2)c(Cl)[nH]1	6	15	-2	2	3	-1	-1	4
Cc1ccccc1CSc1nc2n(n1)C(c1cccs1)C1=C(CCCC1=O)N2 (stereo unspecified)	-1	1	8	8	2	6	19	3
COCCC(=O)N1CCC(Oc2ccc(C(=O)N(C)Cc3cc(C)no3)cc2)CC1	-1	-2	2	1	17	-7	8	0
Cc1ccnc2nc(C(=O)OCC(=O)N(CC(C)C)C3CCS(=O)(=O)C3)nn12 (stereo unspecified)	-2	-4	0	-4	7	-8	-9	-1
O=S(=O)(Nc1ncccn1)c1ccc(NC(=S)NCc2ccco2)cc1	-9	3	-1	-4	-1	-3	-2	3
Oc1c(Cl)cc(Cl)cc1C=Nc1cc(C(F)(F)F)ccc1N1CCc2ccccc2C1	96*	26	-2	-83	-218	31	-122	32
CN(C)CC(O)COc1cc2ccccc2cc1C(=O)N1CCCCC1 (stereo unspecified)	0	-10	-3	3	19	1	-4	9
CCN1C(=O)C(C)S/C1=N\S(=O)(=O)c1ccc(Cl)s1 (stereo unspecified)	4	10	2	-24	14	-4	2	7
COc1cccc(Cn2c(-c3cccs3)noc2=O)c1	-1	-7	5	99*	-9	5	3	2
C=CCn1c(SCC(=O)Nc2nnc(CC)s2)nnc1-c1ccncc1	9	-13	1	-4	16	1	4	-6
Cc1ccc(NS(=O)(=O)c2ccc3c(c2)NC(=O)CCS3)cc1C	8	7	4	5	-4	-17	0	-3
CN1CCN(C(c2ccccc2)c2nnnn2Cc2ccccc2)CC1 (stereo unspecified)	8	0	4	6	20	-10	-19	10
Nc1c(C(=O)c2ccc(Br)s2)oc2ccccc12	-8	17	2	-29	-24	6	-7	15
O=C(NCc1cccs1)c1ccc(CS(=O)Cc2cccc(Cl)c2)o1 (stereo unspecified)	-3	-1	2	-10	1	2	2	13
CCCc1nc(NCc2ccc3c(c2)OCO3)c2nnn(Cc3ccccc3Cl)c2n1	2	3	2	2	4	9	13	-3
CC(=O)Nc1cc(NC(C)=O)cc(C(=O)OCC(=O)c2ccc3c(c2)NC(=O)CO3)c1	-5	-3	4	-8	1	-9	0	13
O=C1c2cccc3cccc(c23)C(=O)N1CCCc1n[nH]c(=S)n1-c1ccccc1	3	16	-11	2	-25	0	3	14
Cc1cc(Cl)ccc1OCC(=O)N/N=C1\CCCc2ccccc21	7	20	-7	3	-28	3	-3	1
Cc1nc(C)c(CC(=O)N/N=C/c2ccc(O)cc2)c(=O)[nH]1	-11	-12	6	-14	-3	-6	-7	8
O=C(N/N=C/c1cccnc1)c1cccc(NC(=O)c2cccc(Br)c2)c1	-24	10	4	27	12	3	-9	-5
CC(N=C(NS(=O)(=O)c1ccc(Cl)cc1)c1ccccc1)C(=O)O (stereo unspecified)	2	1	-3	-1	8	-5	-4	-13
O=C(c1cc2cc(Cl)ccc2[nH]1)N1CCN(c2ccccn2)CC1	1	16	2	17	4	80*	3	-7
O=C(/C=C/c1ccc(Cl)c([N+](=O)[O-])c1)Nc1cccnc1	-11	14	5	34	16	-22	6	5
Cc1noc(C)c1CSCC(=O)N(CC(C)C)c1c(N)n(Cc2ccccc2)c(=O)[nH]c1=O	6	-8	-2	0	11	-10	7	1
COc1ccc(Nc2cc(C(=O)NC3CCCC3)c3ccccc3n2)c(OC)c1	0	9	1	4	5	2	5	3
CC(C)c1ccc(NC(=O)c2ccccc2NC(=O)C2CC=CCC2C(=O)O)cc1 (stereo unspecified)	3	6	-1	1	-5	7	-23	-3
CCOCCCn1c(NN)nc2ccccc2c1=O	-11	3	-6	6	6	9	-7	1
CN(C)c1ccc(C(=O)c2ccccc2)cc1	9	6	35	-82	-22	1	-45	5
Cc1ccc(-c2csc3nnc(SCc4csc(C)n4)n23)cc1	0	-17	9	3	5	-6	2	-3
CCCNC(=O)c1ccc2c(=O)c(O)c(-c3ccsc3)[nH]c2c1	2	-16	-17	8	-15	-3	30	4
O=C(/C=C/c1ccc(Cl)cc1)NC(=S)Nc1ccc(C(=O)O)cc1	8	-21	-31	24	-11	-7	3	33
Cc1ccc2c(c1)N(CCC(=O)NC1CCCCC1)C(=O)CO2	-10	7	-9	-1	-5	-8	-15	0
CN(CC(=O)NNC(=O)CNC(=O)c1cccs1)S(=O)(=O)c1ccc(Cl)cc1	-1	0	2	nt	12	17	-9	14
Cc1ccccc1-c1nn(-c2ccc(F)cc2F)cc1CNCC(C)O (stereo unspecified)	-8	-2	7	11	-9	2	-4	7
CC(C)c1ncc(S(=O)(=O)c2ccc(C(F)(F)F)cn2)c(N)n1	3	7	-5	10	0	-7	2	1
O=C(Nc1nc2ccsc2c(=O)s1)c1ccc(Cl)cc1	94*	-27	4	-63	-143	-13	-199	-1
OCC1(Cc2ccccc2Cl)CCN(C/C=C/c2ccccc2)CC1	1	-8	14	21	27	8	10	9
CCOC(=O)N1CCN(S(=O)(=O)c2ccc(OCC(=O)OC)c(Cl)c2)CC1	-13	-14	-1	1	-13	-4	5	-2
Cc1c(C)n2c(SCC(=O)NC3CCCCC3)nnc2[nH]c1=O	7	-1	3	-7	14	0	2	5
CC(C)CC1NC(=O)N(CC(=O)N2CCCc3ccccc32)C1=O (stereo unspecified)	1	-2	7	3	10	-1	0	3
CC(C)(C)c1ccc(-c2nnc(SCC(=O)NCC3CCCO3)n2N)cc1 (stereo unspecified)	-7	4	3	0	-9	-9	-7	3
Cc1ccc(CN2[C@@H](c3ccccc3)COCCS2(=O)=O)cc1	3	5	11	-4	9	2	-5	11
CCOC(=O)NNC(=O)CCn1c2c(c3ccccc31)CCCC2	-6	8	-6	0	-5	-11	-6	2
CC(C)Oc1ccc(C(=O)NCCCNC(=O)c2ccccn2)cc1	-4	2	2	-12	19	1	-4	3
Cn1c(N)c(C(=O)CCl)c(=O)n(C)c1=O	6	-4	6	-11	26	-11	11	0
O=C(NCc1ccccc1)C1CC(=O)N(C2CCCCCC2)C1 (stereo unspecified)	-1	-7	10	-9	23	-6	10	11
COc1ccc(-c2c(-c3cc(OC)cc(OC)c3)n(C)c3ccc(-c4ccc5cc[nH]c5c4)cc23)cc1	2	-5	34	-2	5	-10	-6	2
CCc1nnc(NC(=O)CN2CCN(c3nc(-c4ccccc4)cs3)CC2)s1	-3	27	13	4	15	9	8	6
O=C(CSc1nnc(-c2ccc(Br)cc2)n1CCc1ccccc1)NC1CCS(=O)(=O)C1 (stereo unspecified)	3	-3	0	0	6	1	0	9
NC(=O)CN1CCN(C(=O)Nc2ccccc2)CC1	-3	3	-2	4	-15	-7	-5	18
N#Cc1cc(C(=O)c2cc(Cl)ccc2O)cn(CC2CCCO2)c1=O (stereo unspecified)	-11	-1	-7	11	-17	-1	4	9
COc1ccc(-c2[nH]ncc2CNCC(C)(C)N2CCOCC2)cc1F	4	3	3	8	12	7	14	6
CCOc1ccc(NC(=O)COc2cccc3c2CCN(Cc2cccnc2)C3=O)cc1	-2	11	-1	-6	5	6	-3	8
O=Nc1c2nc3ccccc3n(O)c-2c2ccccc12	30	10	-29	nt	13	0	-28	nt

# (more compounds)
SMILES	SENP8 block	Apaf1 inhib	UBC13 polyUb	Gli-Sufu block	697 NFkB inh	EBI2 antag	Jurkat NFkB inh	CCR6 antagonist
COCCN(Cc1ccc(C)c(Br)c1)C(=O)Cn1cnc(S(=O)(=O)N2CCCC2)c1	-1	9	-8	-2	2	2	-1	8
O=C(NCC(c1ccco1)N1CCN(c2ccccc2)CC1)C(=O)NC1CCCC1 (stereo unspecified)	-4	10	0	8	-19	2	-3	17
COc1ccc(NS(=O)(=O)c2cccc3nsnc23)cc1OC	-2	-3	-10	8	-24	-24	-18	-1
O=C(OCC1OC(n2cc(Br)c(=O)[nH]c2=O)C(Br)C1O)c1ccccc1 (stereo unspecified)	-2	0	6	3	6	-3	-3	-7
CCOC(=O)Cn1cnc2sc3c(c2c1=O)CCC3	0	11	-4	2	1	-11	-2	-1
CCCn1nnc(NC(=O)c2ccc3c(c2)OCO3)n1	-5	-19	-6	-35	-86	-11	-52	-6
O=c1oc2c3c4c(cc2s1)CCCN4CCC3	-2	11	-18	1	4	-10	15	16
CC(=O)c1cccc(N2C(=O)C3C(C(=O)Nc4cc(C)on4)C4(C)C=CC3(O4)C2C(=O)NC(C)(C)C)c1 (stereo unspecified)	-8	-9	6	8	23	0	0	4
CCOc1ccccc1NC(=O)COC(=O)CN(C)S(=O)(=O)c1ccc(C)cc1	-5	14	18	-3	-11	1	-8	-10
COc1cc(Cl)c(C)cc1NC(=O)COC(=O)C1=COCCO1	7	5	-2	-1	2	-4	-5	6
Cc1ccccc1C(=O)NC(=S)N(Cc1ccccc1)c1ccccn1	-9	9	4	-3	-14	5	-20	-1
CCCOc1ccc(/C=C2\SC(N)=NC2=O)cc1OC	-10	13	-14	9	6	-18	0	6
CN(C)C(=O)CN1CCN(C(=O)CCl)CC1	-1	-10	0	5	14	-9	-2	-12
CC(C)=NOc1nc(N2CCOCC2)nc(N2CCOCC2)n1	-7	0	2	2	16	8	7	6
O=C(O)CC/C(=N\NC(=O)CNC(=O)/C=C/c1ccccc1)c1ccccc1	-12	3	-16	-1	10	2	4	3
CCC/C(O)=C1\C(=O)CCCC1=NCCc1ccc(OCC)c(OCC)c1	-7	-7	3	2	-7	0	-6	11
CCc1c(C)nc2cc(-c3ccc(OC)c(OC)c3)nn2c1NCC1CC1	-1	25	17	74*	-57	19	-44	-10
CCOC(=O)Cc1csc(NC(=O)c2ccc(Cl)nc2)n1	-6	13	-11	-2	-12	2	11	-7
COC(=O)C(NC(=O)c1ccco1)(Nc1ccc(Br)cn1)C(F)(F)F (stereo unspecified)	-11	5	4	-9	22	7	3	11

# Pulled by compound from above:
SMILES	SENP8 block	Apaf1 inhib	UBC13 polyUb	Gli-Sufu block	697 NFkB inh	EBI2 antag	Jurkat NFkB inh	CCR6 antagonist
O=C(NCC(c1ccco1)N1CCN(c2ccccc2)CC1)C(=O)NC1CCCC1 (stereo unspecified)	-4	10	0	8	-19	2	-3	17
CCc1c(C)nc2cc(-c3ccc(OC)c(OC)c3)nn2c1NCC1CC1	-1	25	17	74*	-57	19	-44	-10
O=c1oc2c3c4c(cc2s1)CCCN4CCC3	-2	11	-18	1	4	-10	15	16
